EBNA-1 inh – blocks EBNA-1 binding to DNA | inhibition, % at 14.8 µM | 300,000 tested, 0.34% active | EBNA-1 DNA binding, fluorescence polarization; in the data active means inhibition above about 28%
ZTA DNA inh – counter-screen for EBNA-1 inhibitors: inhibitors of Epstein-Barr virus ZTA | P03206 | ZTA-DNA binding, fluorescence polarization | inhibition, % at 11 µM | 320,000 tested, 0.15% active; in the data active means inhibition above about 33%
Target sequence (P03206 whole entry, looked up): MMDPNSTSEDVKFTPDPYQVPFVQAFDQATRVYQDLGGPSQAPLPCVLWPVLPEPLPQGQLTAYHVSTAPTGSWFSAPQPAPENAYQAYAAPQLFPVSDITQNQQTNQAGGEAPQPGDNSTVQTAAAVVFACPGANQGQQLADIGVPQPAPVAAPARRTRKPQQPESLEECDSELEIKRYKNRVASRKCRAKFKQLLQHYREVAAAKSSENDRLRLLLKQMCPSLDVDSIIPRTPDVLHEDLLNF
CTSL1 counter – counter-screen for PFM18AAP inhibitors: inhibitors of F. hepatica cathepsin L1; recombinant F. hepatica cathepsin L1, Z-Leu-Arg-MCA fluorescence; inhibition, % at 5.96 µM; 300,000 tested, 0.49% active; AID 1906;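 active means inhibition above the mean of all tested compounds plus 3 SD, set per screening campaign, cut at about 17% in these data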;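 further: 0% = plate median of test compound wells and 100% = 1 µM Z-Phe-Ala-diazomethylketone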
PP1 inh – PP1-alpha (human) inhibition in PP5 counter-screen; P62136; purified PP1alpha, OMFP fluorescence; inhibition, % at 6.7 µM; 320,000 tested, 0.9% active; AID 2235;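 active means inhibition above the mean inhibition of all tested compounds plus 3 SD, computed separately for each screening campaign, cut at about 15% in these data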
Target sequence (P62136 whole entry, looked up): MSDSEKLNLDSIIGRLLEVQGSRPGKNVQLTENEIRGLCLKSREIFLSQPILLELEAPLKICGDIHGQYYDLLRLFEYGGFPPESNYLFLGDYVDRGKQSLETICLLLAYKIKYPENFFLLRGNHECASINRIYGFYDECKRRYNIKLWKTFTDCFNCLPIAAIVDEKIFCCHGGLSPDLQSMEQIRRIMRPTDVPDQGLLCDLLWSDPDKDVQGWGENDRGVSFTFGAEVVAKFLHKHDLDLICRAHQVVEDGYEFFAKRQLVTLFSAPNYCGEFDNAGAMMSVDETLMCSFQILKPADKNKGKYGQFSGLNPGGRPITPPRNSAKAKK
TPT1 inhibitor – inhibitors of Candida albicans tRNA 2'-phosphotransferase TPT1; inhibition, % at 5 µM; AID 1962; recombinant caTPT1, FP RNA substrate dephosphorylation; 300,000 tested, 0.81% active;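 active means inhibition above the mean of all tested compounds plus 3 SD, set per screening campaign, cut at about 24% in these data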;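 further: plate controls were DMSO alone for no effect and ferristatin control at 100 nM for full effect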
PP5 primary – blocks human protein phosphatase 5 activity; 320,000 tested, 0.18% active; purified PP5c, OMFP substrate fluorescence; P53041; inhibition, % at 6.7 µM;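 active means inhibition above the campaign's mean inhibition across all tested compounds plus 3 SD, cut at about 9.5% in these data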;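 further: 0% = DMSO only and 100% = 100 µM cantharidin control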
Target sequence (P53041 whole entry, looked up): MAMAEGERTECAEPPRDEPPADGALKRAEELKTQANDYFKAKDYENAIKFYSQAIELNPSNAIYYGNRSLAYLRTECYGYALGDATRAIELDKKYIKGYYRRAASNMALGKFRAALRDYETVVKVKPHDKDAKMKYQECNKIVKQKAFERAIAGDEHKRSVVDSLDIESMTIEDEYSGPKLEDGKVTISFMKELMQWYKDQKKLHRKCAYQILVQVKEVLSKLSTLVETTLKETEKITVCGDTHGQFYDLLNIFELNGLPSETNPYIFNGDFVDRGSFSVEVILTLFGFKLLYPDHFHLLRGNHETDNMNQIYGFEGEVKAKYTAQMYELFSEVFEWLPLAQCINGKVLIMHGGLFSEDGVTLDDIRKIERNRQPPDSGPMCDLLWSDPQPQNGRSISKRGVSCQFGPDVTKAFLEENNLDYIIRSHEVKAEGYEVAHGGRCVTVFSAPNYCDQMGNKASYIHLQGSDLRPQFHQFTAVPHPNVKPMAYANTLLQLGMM
core dimer inh – HCV core protein dimerization inhibition. 300,000 tested, 0.33% active. TR-FRET GST/Flag-core106 dimerization, 1536-well. inhibition, % at 5 µM;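 active means inhibition above the mean of all tested compounds plus 3 SD, set per screening campaign, cut at about 45% in these data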
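Assay system: GST-tagged and Flag-tagged HCV core protein residues 1-106 / Times: compound-protein-antibody incubation 4 h at 22.5 °C / Signal: time-resolved FRET, ex 340 nm, em 617 and 671 nm / Evaluation: % inhibition based on acceptor/donor emission ratio / Benchmarks: wells lacking GST-core106 and wells with excess unlabelled core106 / Repeats: singlicate, one well per compound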
JMJD2C inh – blocks human GASC-1 demethylase activity; Q9H3R0; GST-JMJD2C(1-420) H3K9me3 demethylation, DELFIA europium; inhibition, % at 2.35 µM; 330,000 tested, 0.069% active;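 active means more than half of a compound's replicate wells show inhibition beyond 50%, single wells judged on their own value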;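 further: signal counts dimethyl H3K9 product captured on neutravidin plate; 0% = median of DMSO wells and 100% = 0.3 times that DMSO median; strong numbers were not always called active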
CR mimetic SO – lowers age-related superoxide in aged yeast cells; S. cerevisiae aged cells, superoxide DHE fluorescence; active compounds read low; superoxide response (% of plate mean), % at 10 µM; 330,000 tested, 0.18% active; AID 2690;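 active means superoxide response under a set limit, about three screen SD below normal, cut at about 65% in these data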;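 further: yeast aged for seven days with compound at 30 °C before DHE staining; 100% = average MFI of all compound-treated wells on the plate with controls excluded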
The depositor's hits bear a star.

For Cc1onc(-c2ccccc2)c1C(=O)Nc1ccncc1 the results were EBNA-1 inh -15, ZTA DNA inh -14, CTSL1 counter -2, PP1 inh -3, TPT1 inhibitor 0, PP5 primary 1.9, core dimer inh -5, JMJD2C inh 1 and CR mimetic SO 102.
For COc1ccc(OC)c(-c2csc(N(Cc3ccco3)C(=O)c3cccs3)n2)c1 the results were EBNA-1 inh 8, ZTA DNA inh 13, CTSL1 counter 3, PP1 inh -1, TPT1 inhibitor -3, PP5 primary 0.4, core dimer inh 8, JMJD2C inh -1 and CR mimetic SO 101.
Cc1nc2cc(Cl)c(Cl)cc2n1-c1ccccn1 was read as EBNA-1 inh 7, ZTA DNA inh -5, CTSL1 counter -2, PP1 inh -1, TPT1 inhibitor 1, PP5 primary 1.3, core dimer inh 3, JMJD2C inh 1 and CR mimetic SO 95.
Screening COc1ccc(-c2cc(-c3cccnc3)c(C#N)c(N)n2)cc1 returned EBNA-1 inh -7, ZTA DNA inh -10, CTSL1 counter 4, PP1 inh 0, TPT1 inhibitor 4, PP5 primary -0.1, core dimer inh 6, JMJD2C inh 9 and CR mimetic SO 110.
COc1ccccc1C1C(C#N)=C(N)Oc2c1c(-c1ccccc1)nn2-c1ccccc1 (centres undefined) was read as EBNA-1 inh 6, ZTA DNA inh 7, CTSL1 counter 5, PP1 inh 7, TPT1 inhibitor -5, PP5 primary -0.5, core dimer inh -4, JMJD2C inh -3 and CR mimetic SO 89.
`CCCCNC(=O)CCn1c(=O)c2ccccc2n(Cc2ccc(Cl)cc2)c1=O` gave EBNA-1 inh 0, ZTA DNA inh 1, CTSL1 counter 2, PP1 inh 0, TPT1 inhibitor 0, PP5 primary -2.0, core dimer inh -1, JMJD2C inh -4 and CR mimetic SO 102.
O=c1c2c3n(c(=S)nc2[nH]n1-c1ccccc1)CCCCC3 was read as EBNA-1 inh 1, ZTA DNA inh -13, CTSL1 counter 5, PP1 inh -11, TPT1 inhibitor 2, PP5 primary 1.2, core dimer inh -5, JMJD2C inh 7 and CR mimetic SO 119.
For O=C(Nc1ccccc1[N+](=O)[O-])c1cc2ccccc2nc1Cl the results were EBNA-1 inh -14, ZTA DNA inh 12, CTSL1 counter -8, PP1 inh -6, TPT1 inhibitor 3, PP5 primary 1.6, core dimer inh -1, JMJD2C inh 0 and CR mimetic SO 111.
Screening O=C(Nc1ccccc1)[C@@H]1CC=C[C@@H]2CCN(Cc3ccccc3)C(=O)[C@@H]21 returned EBNA-1 inh 12, ZTA DNA inh 0, CTSL1 counter 3, PP1 inh 0, TPT1 inhibitor 2, PP5 primary -0.1, core dimer inh -4 and JMJD2C inh 4.
COc1cc(C2Nc3ccc4ccccc4c3C3=C2C(=O)CC(C)(C)C3)ccc1OCC(=O)O (centres undefined) was read as EBNA-1 inh 13, ZTA DNA inh 9, CTSL1 counter 3, PP1 inh -2, TPT1 inhibitor 0, PP5 primary -1.3, core dimer inh 2, JMJD2C inh 0 and CR mimetic SO 81.
COc1cccc(CNC(=O)c2nnn(CC(=O)Nc3ccc(C)c(C)c3)c2N)c1 was read as EBNA-1 inh 2, ZTA DNA inh 6, CTSL1 counter -4, PP1 inh -3, TPT1 inhibitor -2, PP5 primary -0.1, core dimer inh 0, JMJD2C inh 6 and CR mimetic SO 98.
Screening Cc1cccc(C)c1NC(=S)NN(Cc1ccccc1)c1ccccc1 returned EBNA-1 inh 17, ZTA DNA inh -5, CTSL1 counter 9, PP1 inh 2, TPT1 inhibitor -3, PP5 primary -1.8, core dimer inh 9, JMJD2C inh 72* and CR mimetic SO 105.

The last two compounds of the section before open the next one.
COc1cccc(CNC(=O)c2nnn(CC(=O)Nc3ccc(C)c(C)c3)c2N)c1 was read as EBNA-1 inh 2, ZTA DNA inh 6, CTSL1 counter -4, PP1 inh -3, TPT1 inhibitor -2, PP5 primary -0.1, core dimer inh 0, JMJD2C inh 6 and CR mimetic SO 98.
Screening Cc1cccc(C)c1NC(=S)NN(Cc1ccccc1)c1ccccc1 returned EBNA-1 inh 17, ZTA DNA inh -5, CTSL1 counter 9, PP1 inh 2, TPT1 inhibitor -3, PP5 primary -1.8, core dimer inh 9, JMJD2C inh 72* and CR mimetic SO 105.
Screening Cc1cccc(C)c1NC(=O)CSc1nnc(C)n1CC1CCCO1 (centres undefined) returned EBNA-1 inh -9, ZTA DNA inh -5, CTSL1 counter -6, PP1 inh -6, TPT1 inhibitor -5, PP5 primary -0.4, core dimer inh -5, JMJD2C inh -1 and CR mimetic SO 97.
`COc1ccc(N2CCN(C(=O)NCc3ccc(OC)c(Cl)c3)CC2)cc1` gave EBNA-1 inh 6, ZTA DNA inh 18, CTSL1 counter 0, PP1 inh -5, TPT1 inhibitor -1, PP5 primary 2.3, core dimer inh 1, JMJD2C inh -6 and CR mimetic SO 104.
CCOC(=O)C1CCCN(c2c(NCCCN(C)Cc3ccccc3)c(=O)c2=O)C1 (centres undefined) was read as EBNA-1 inh 0, ZTA DNA inh 5, CTSL1 counter 0, PP1 inh 2, TPT1 inhibitor 0, PP5 primary 3.2, core dimer inh -2, JMJD2C inh -1 and CR mimetic SO 106.
For CCC1(CC)NC(=O)N(CC(=O)NCc2ccc3c(c2)OCO3)C1=O the results were EBNA-1 inh 10, ZTA DNA inh -8, CTSL1 counter 1, PP1 inh 1, TPT1 inhibitor 0, PP5 primary 1.8, core dimer inh 5, JMJD2C inh 5 and CR mimetic SO 101.
O=C(CSc1nnc(COc2ccccc2)n1-c1ccccc1)c1cccs1 was read as EBNA-1 inh 4, ZTA DNA inh -3, CTSL1 counter 0, PP1 inh 4, TPT1 inhibitor 1, PP5 primary -0.4, core dimer inh 13, JMJD2C inh -1 and CR mimetic SO 105.
For CCOc1ccc(S(=O)(=O)Nc2ccc(C(=O)N/N=C/c3c(C)nn(-c4ccccc4)c3N3CCCC3)cc2)cc1 the results were EBNA-1 inh -6, ZTA DNA inh 4, CTSL1 counter 2, PP1 inh 6, TPT1 inhibitor -2, PP5 primary 3.7, core dimer inh 45, JMJD2C inh 10 and CR mimetic SO 106.
Cn1c(=O)oc2cc(S(=O)(=O)N3CCN(c4ccccc4F)CC3)ccc21 was read as EBNA-1 inh -8, ZTA DNA inh -7, CTSL1 counter 4, PP1 inh 2, TPT1 inhibitor 7, PP5 primary -9.7, core dimer inh -21, JMJD2C inh 0 and CR mimetic SO 116.
Cc1ccc(C(=O)Nc2ccc(NC(=O)c3cccs3)cc2)c(C)c1 was read as EBNA-1 inh 9, ZTA DNA inh -5, CTSL1 counter 0, PP1 inh -2, TPT1 inhibitor 1, PP5 primary -2.9, core dimer inh -2, JMJD2C inh -12 and CR mimetic SO 94.
O=C1CCC(C(=O)N(c2ccccc2)C2(C(=O)NC3CCCCC3)CCCCC2)N1 (centres undefined) was read as EBNA-1 inh -8, ZTA DNA inh 5, CTSL1 counter 0, PP1 inh -1, TPT1 inhibitor 0, PP5 primary -0.4, core dimer inh 0 and CR mimetic SO 104.
For O=C(NC1CCCCC1)c1cc(-c2ccc(F)cc2)on1 the results were EBNA-1 inh -11, ZTA DNA inh -5, CTSL1 counter 5, PP1 inh 5, TPT1 inhibitor 3, PP5 primary -5.0, core dimer inh 4, JMJD2C inh 6 and CR mimetic SO 99.
For CCN(CC)c1ccc(NC(=O)CCN2C(=O)c3ccccc3S2(=O)=O)c(C)c1 the results were EBNA-1 inh 12, ZTA DNA inh 9, CTSL1 counter 4, PP1 inh 4, TPT1 inhibitor -1, PP5 primary 1.1, core dimer inh -3, JMJD2C inh -2 and CR mimetic SO 93.
Screening COc1ccc(OC)c2sc(NC(=O)CCS(=O)(=O)c3ccccc3)nc12 returned EBNA-1 inh -5, ZTA DNA inh -3, CTSL1 counter 3, PP1 inh 5, TPT1 inhibitor -1, PP5 primary 3.8, core dimer inh -5, JMJD2C inh -2 and CR mimetic SO 96.
Screening Cc1ccc2c(c1)N(CC(=O)NCCc1ccccc1)C(=O)c1cccnc1O2 returned EBNA-1 inh 14, ZTA DNA inh 2, CTSL1 counter 0, PP1 inh -4, TPT1 inhibitor 1, PP5 primary 0.8, core dimer inh 0, JMJD2C inh 1 and CR mimetic SO 101.
Screening COc1ccc(C)cc1NC(=O)C12CCC(C)(C(=O)O1)C2(C)C (centres undefined) returned EBNA-1 inh -3, ZTA DNA inh -9, CTSL1 counter 3, PP1 inh -5, TPT1 inhibitor -2, PP5 primary 2.6, core dimer inh -1, JMJD2C inh -1 and CR mimetic SO 124.
O=C(CN1CCN(CC(=O)Nc2ccc3c(c2)OCO3)CC1)Nc1ccc(F)cc1 was read as EBNA-1 inh -16, ZTA DNA inh -2, CTSL1 counter -2, PP1 inh -1, TPT1 inhibitor -2, PP5 primary 2.2, core dimer inh -2, JMJD2C inh 2 and CR mimetic SO 106.
For Cc1nn(CC(=O)NCc2ccccn2)c(C)c1[N+](=O)[O-] the results were EBNA-1 inh -7, ZTA DNA inh 4, CTSL1 counter 14, PP1 inh 2, TPT1 inhibitor -2, PP5 primary -1.4, core dimer inh 3, JMJD2C inh -10 and CR mimetic SO 104.
For CN1CCN(c2ccc(NC(=O)c3ccc(Br)o3)cc2)CC1 the results were EBNA-1 inh -3, ZTA DNA inh 9, CTSL1 counter -1, PP1 inh -3, TPT1 inhibitor 1, PP5 primary 3.1, core dimer inh -1, JMJD2C inh -7 and CR mimetic SO 113.
For CCN(C(=O)COC(=O)CNC(=O)c1ccc(C)s1)c1ccccc1 the results were EBNA-1 inh 6, ZTA DNA inh 9, CTSL1 counter -17, PP1 inh -2, TPT1 inhibitor 0, PP5 primary 1.1, core dimer inh 8, JMJD2C inh -1 and CR mimetic SO 96.
Screening Cc1cc2ncn(-c3ncccc3[N+](=O)[O-])c2cc1C returned EBNA-1 inh 0, ZTA DNA inh -17, CTSL1 counter -2, PP1 inh -1, TPT1 inhibitor -29, PP5 primary 3.4, core dimer inh 1, JMJD2C inh -18 and CR mimetic SO 117.
Screening O=C(NCCc1ccccc1)C1CCN(S(=O)(=O)N2CCCCC2)CC1 returned EBNA-1 inh -17, ZTA DNA inh 0, CTSL1 counter -1, PP1 inh -12, TPT1 inhibitor 0, PP5 primary -5.5, core dimer inh -10, JMJD2C inh 6 and CR mimetic SO 92.
For CCc1ccc(CN2CCC(n3nccc3NC(=O)c3ccccc3Cl)CC2)cc1 the results were EBNA-1 inh 4, ZTA DNA inh -20, CTSL1 counter -1, PP1 inh -3, TPT1 inhibitor -2, PP5 primary -0.7, core dimer inh -5, JMJD2C inh 5 and CR mimetic SO 97.
Screening Cc1c(Cl)c([N+](=O)[O-])nn1CCCC(=O)O returned EBNA-1 inh -7, ZTA DNA inh -14, CTSL1 counter 1, PP1 inh 5, TPT1 inhibitor -5, PP5 primary -0.2, core dimer inh -3, JMJD2C inh -23 and CR mimetic SO 93.
O=C(N1CCCC1)C12CCC3CC(CC(C3)C1)C2 was read as EBNA-1 inh -4, ZTA DNA inh -8, CTSL1 counter -1, PP1 inh 4, TPT1 inhibitor -1, PP5 primary 1.3, core dimer inh -4, JMJD2C inh -10 and CR mimetic SO 88.
CCc1ccc(OCC(=O)OC2CCS(=O)(=O)C2)cc1 (centres undefined) was read as EBNA-1 inh -7, ZTA DNA inh 13, CTSL1 counter 0, PP1 inh -4, TPT1 inhibitor -4, PP5 primary 0.2, core dimer inh -9, JMJD2C inh -18 and CR mimetic SO 91.
`CC(C)c1cc(C(=O)O)c2ccccc2n1` gave EBNA-1 inh -1, ZTA DNA inh -13, CTSL1 counter 0, PP1 inh 0, TPT1 inhibitor -3, PP5 primary 1.1, core dimer inh -9, JMJD2C inh 55 and CR mimetic SO 110.

Screening data: PubChem, several laboratories
